Assay outcomes as filed in PubChem BioAssay.
TRPML3 ag = human TRPML3 channel agonists, primary screen, cell-based, HEK293 TRPML3-YFP, Fluo-8 calcium fluorescence, 3 µM; Mucolipin-3 (Homo sapiens), Q8TDD5; AID 1448, 2008; hit rate 0.29% among 220,000; 100% = the carbachol control signal; activation, % at 3 µM;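 active means activation above its plate's cutoff, the mean activation of the plate's test wells plus 3 SD, cut at about 12% in these data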;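 further: 0% = DMSO only wells and 100% = carbachol wells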
Target sequence (Q8TDD5 whole entry, looked up): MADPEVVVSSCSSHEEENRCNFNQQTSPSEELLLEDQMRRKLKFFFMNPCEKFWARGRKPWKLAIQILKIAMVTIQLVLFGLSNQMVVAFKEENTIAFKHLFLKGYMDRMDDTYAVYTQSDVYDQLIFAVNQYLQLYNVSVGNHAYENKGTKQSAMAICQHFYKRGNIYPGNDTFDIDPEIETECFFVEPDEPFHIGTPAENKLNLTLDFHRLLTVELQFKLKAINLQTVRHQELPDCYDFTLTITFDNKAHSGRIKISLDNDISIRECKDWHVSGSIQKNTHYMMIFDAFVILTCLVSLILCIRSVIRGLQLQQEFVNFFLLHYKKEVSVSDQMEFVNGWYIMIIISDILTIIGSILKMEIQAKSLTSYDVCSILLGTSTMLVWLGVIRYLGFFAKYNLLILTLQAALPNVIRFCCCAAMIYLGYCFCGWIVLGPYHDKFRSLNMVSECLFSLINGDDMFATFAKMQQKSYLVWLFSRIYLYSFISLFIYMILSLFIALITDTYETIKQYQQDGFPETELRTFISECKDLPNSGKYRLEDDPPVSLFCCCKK
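Material: HEK293 cells stably carrying human TRPML3-YFP; compound dosing: single dose, 3 µM final nominal compound, 0.3% DMSO final; incubation: 1-h 37 °C dye load, 5-s basal, 120-s post-compound reads; technique: Fluo-8 intracellular calcium fluorescence, excitation 470-495 nm, emission 515-575 nm; read-out basis: percent activation from peak-to-basal fluorescence ratio, scaled between DMSO and carbachol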
EP2 mod = EP2 receptor modulators, cAMP readout, primary screen, cell-based, HTRF cAMP, PGE2 stimulation. Prostaglandin E2 receptor EP2 subtype (Homo sapiens), P43116. EP2-expressing cells, cAMP HTRF FRET, PGE2 co-stimulation. induction, % at 25 µM. hit rate 0.83% among 260,000. AID 940, 2007;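 active means compounds whose cAMP rise, as percent of the full-agonist control response, exceeds 60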;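 further: rat C6 glioma line stably carrying human EP2 under a CMV promoter; the protocol text gives 20 µM as final concentration; 100% = response of wells given 1 µM PGE2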
NPY1 pot ag = NPY-Y1 receptor potentiators or agonists, primary screen, cell-based; hit rate 0.37% among 220,000; NPY-Y1 expressing cells, potentiator/agonist activation; AID 1304, 2008; Neuropeptide Y receptor type 1 (Homo sapiens), P25929; activation, % at 3.6 µM; in the data active means activation above about 33%, passing the limit was not always enough;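 further: cells stimulated with NPY at EC10 then isoproterenol at EC100; 0% = low agonist plus stimulus and 100% = saturating agonist plus stimulus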
Target sequence (P25929 whole entry, looked up): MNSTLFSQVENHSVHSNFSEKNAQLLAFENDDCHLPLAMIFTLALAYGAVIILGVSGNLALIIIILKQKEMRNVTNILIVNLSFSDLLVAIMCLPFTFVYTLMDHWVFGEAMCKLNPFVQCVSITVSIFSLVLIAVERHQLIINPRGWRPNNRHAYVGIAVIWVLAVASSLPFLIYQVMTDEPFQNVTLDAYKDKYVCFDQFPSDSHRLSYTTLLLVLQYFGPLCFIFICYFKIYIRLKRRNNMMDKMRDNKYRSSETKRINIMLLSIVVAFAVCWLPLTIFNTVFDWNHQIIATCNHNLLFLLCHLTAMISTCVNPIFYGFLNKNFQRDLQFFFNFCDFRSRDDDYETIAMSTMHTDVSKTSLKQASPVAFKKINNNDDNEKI
PGE2 EP2 inh = human EP2 receptor antagonists, primary screen, TR-FRET cAMP, C6 glioma cells; Prostaglandin E2 receptor EP2 subtype (Homo sapiens), P43116; C6 glioma cells expressing human EP2; cells stimulated with saturating PGE2; inhibition, % at 25 µM; hit rate 0.52% among 260,000; AID 1422, 2008;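 active means percent inhibition above 40 after rounding to a whole number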;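 further: rat C6 glioma host cells with rolipram phosphodiesterase inhibitor present; the protocol text gives 20 µM as final concentration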
14-3-3 Bad inh = inhibitors of 14-3-3 zeta/Bad binding, primary screen, biochemical, TR-FRET, bovine 14-3-3 zeta; 14-3-3 protein zeta/delta (Bos taurus), P63103; TR-FRET 14-3-3zeta/Dy647-pBad peptide displacement, 1 h; inhibition, % at 21.7 µM; hit rate 0.71% among 220,000;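 active means inhibition above about 70%, limit read from the data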;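 further: 0% = full 14-3-3 plus peptide FRET controls and 100% = background without 14-3-3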
CHOP inhibitor = inhibitors of CHOP promoter induction, primary screen, cell-based, unfolded protein response, luciferase reporter; CHO-K1 CHOP-promoter luciferase, tunicamycin-induced, 15-18 h; inhibition, % at 10 µM; hit rate 3.8% among 220,000; AID 2732, 2010;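 active means compounds that reduced the stress-induced luciferase reporter signal by more than about 70% of percent inhibition, limit read from the data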;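 further: 0% = tunicamycin plus vehicle and 100% = wells without tunicamycin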
NPY-Y1 antag = NPY-Y1 receptor antagonists, primary screen, cell-based; HEK293-CNG Y1 cells, membrane potential fluorescence; NPY at EC95, then isoproterenol; Neuropeptide Y receptor type 1 (Homo sapiens), P25929; inhibition, % at 3.6 µM; AID 1040, 2008; hit rate 1% among 200,000;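 active means inhibition above the campaign mean inhibition of all tested compounds plus 3 SD, cut at about 20% in these data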;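 further: 0% = DMSO wells given NPY plus isoproterenol and 100% = isoproterenol alone without NPY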
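material = HEK293 cells with Y1 receptor plus CNG channel | also added = NPY 25 nM then isoproterenol 1 µM plus Ro 20-1724 25 µM | schedule = dye 3 h, compound 60 min room temperature, stimulation 45 min | measured by = membrane potential fluorescence | benchmarks = high control isoproterenol alone, low control NPY with isoproterenol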
PPC-1+TRAIL kill = compounds killing PPC-1 cancer cells with TRAIL present, primary screen, TRAIL potentiator project, ATPLite luminescence, uHTS; PPC-1 cells + TRAIL, ATPLite viability luminescence; cell killing (% activity), % at 4 µM; hit rate 0.41% among 220,000;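 active means cell killing above 50% in the first pass at 4 µM, then a duplicate retest at 5 µM averaging 50% or more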;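 further: plate controls were cells with TRAIL plus DMSO for no effect and medium-only wells lacking cells for full effect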
TRPN1 ag = zebrafish TRPN1 channel agonists, primary screen, cell-based, HEK293, calcium fluorescence | HEK293 zebrafish TRPN1-YFP, Fluo-8 calcium fluorescence; 100% = response to 87 µM carbachol | hit rate 0.18% among 220,000 | activation, % at 3 µM | AID 1424, 2008;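 active means activation above its plate's cutoff, the mean activation of test wells on that plate plus 3 SD, cut at about 19% in these data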;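 further: 0% = DMSO alone and 100% = 87 µM carbachol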
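Material: zebrafish TRPN1-YFP in HEK293 cells. Doses: one dose of 3 µM, 0.3% DMSO. Incubation: dye 1 h 37 °C plus 30 min RT. Measured by: intracellular calcium fluorescence with Fluo-8.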
* hit, by the source's call; nt = no result given; & = joins results of further samples; [ ] = another dose, or the depositor's remark. An excerpt; the hit share may differ from the screen's.

Sample of the layout:
SMILES	TRPML3 ag	EP2 mod	NPY1 pot ag	PGE2 EP2 inh	14-3-3 Bad inh	CHOP inhibitor	NPY-Y1 antag	PPC-1+TRAIL kill	TRPN1 ag
CC1CCCCC1NC(=O)C1CCN(C(=O)NC2CCCCC2)CC1 (configuration not stated)	0.6	-5	-8	14	-5	-11	1	3	-0.1
Cc1[nH]c(=O)[nH]c(=O)c1CSCC(=O)OCC(=O)c1ccc(Br)cc1	1.1	9	20	6	-9	6	2	-12	1.5
CSc1nc2ccccc2c(=O)n1N	-0.7	3	5	11	10	-21	1	11	0.8

This part in full, from the start:
SMILES	TRPML3 ag	EP2 mod	NPY1 pot ag	PGE2 EP2 inh	14-3-3 Bad inh	CHOP inhibitor	NPY-Y1 antag	PPC-1+TRAIL kill	TRPN1 ag
CC1CCCCC1NC(=O)C1CCN(C(=O)NC2CCCCC2)CC1 (configuration not stated)	0.6	-5	-8	14	-5	-11	1	3	-0.1
Cc1[nH]c(=O)[nH]c(=O)c1CSCC(=O)OCC(=O)c1ccc(Br)cc1	1.1	9	20	6	-9	6	2	-12	1.5
CSc1nc2ccccc2c(=O)n1N	-0.7	3	5	11	10	-21	1	11	0.8
NC1=NN=C(N2N=C(c3ccco3)CC2(O)C(F)(F)F)n2ncnc2C1 (configuration not stated)	2.0	19	9	3	-27	18	8	21	1.2
Cc1onc(C(=O)N2CCC(C(N)=O)CC2)c1-c1ccccc1Cl	0.6	11	-5	nt	5[fluorescence artefact?]	-5	-2	-11	0.4
CCOc1ccc(-n2c(N)c(-c3nc4ccccc4n3C)c3nc4ccccc4nc32)cc1	0.7	-9	0	11	4	93*	-1	13	0.6
Cc1ccc(Nc2nnc(SCc3cc(=O)n4cc(C)ccc4n3)s2)cc1	0.7	-78	8	7	-22	5	4	20	-0.5
CCn1cc[n+](C)c1P(c1ccccc1)c1ccccc1	1.0	-4	-8	5	-5[fluorescence artefact?]	21	2	38	-0.4
CC(C)c1ccc(C(C(=O)NC2CCCC2)N(C(=O)CNC(=O)c2ccco2)c2cccnc2)cc1 (configuration not stated)	1.1	29	-24	13	9	2	-1	37	1.0
COC(=O)c1ccc(-c2nc3cc(N)ccc3o2)cc1	0.6	-25	9	19	2[fluorescence artefact?]	54	-4	32	0.4
CN(C)CCNC(=O)CNC(=S)N(CCCN1CCOCC1)Cc1cccs1	0.8	-2	-7	4	-10	14	4	30	1.3
CC(=O)N1CCC(N(CCN2CCOCC2)C(=S)Nc2ccc(C)c(C)c2)CC1	1.2	1	5	3	34	10	3	4	0.8
CC1=C(C)CC(C(=O)c2ccc(C)cc2)C(C(=O)O)C1 (configuration not stated)	0.5	22	-20	9	-12[fluorescence artefact?]	8	7	19	-0.3
CC1=C(C(=O)Nc2ccccn2)C(c2ccc(N(C)C)cc2)n2ncnc2N1 (configuration not stated)	-0.3	14	-22	17	-4[fluorescence artefact?]	-8	-2	-7	-0.1
Cc1ccc(C(=O)c2c(NC(=O)c3ccccc3C)sc(C)c2C)cc1	-0.7	48	-66	9	-5	53	23*	-7	-0.5
CC(C)C(=O)Nc1nnc(SCC(=O)NC2CC2)s1	0.4	3	9	9	-10	22	0	-4	0.5
CCOC(=O)/C(C#N)=C(\O)c1ccc(NC(=O)c2ccc([N+](=O)[O-])cc2)cc1	0.8	17	3	7	-4	3	nt	17	0.5
Cc1ccc(C)n1-n1c(C)nc2sc(-c3ccccc3)cc2c1=O	-0.1	6	-17	19	9	77*	-1	19	2.7
C=CCOc1ccccc1CNn1nnnc1N	-0.1	24	-10	7	-17	44	3	17	-0.6
CN(C)c1ccc(-c2n[nH]c(=S)n2-c2ccccc2)cc1	-0.2	29	9	14	-2	8	1	19	0.5

Among those listed so far, these have a halogen.
SMILES	TRPML3 ag	EP2 mod	NPY1 pot ag	PGE2 EP2 inh	14-3-3 Bad inh	CHOP inhibitor	NPY-Y1 antag	PPC-1+TRAIL kill	TRPN1 ag
Cc1[nH]c(=O)[nH]c(=O)c1CSCC(=O)OCC(=O)c1ccc(Br)cc1	1.1	9	20	6	-9	6	2	-12	1.5
NC1=NN=C(N2N=C(c3ccco3)CC2(O)C(F)(F)F)n2ncnc2C1 (configuration not stated)	2.0	19	9	3	-27	18	8	21	1.2
Cc1onc(C(=O)N2CCC(C(N)=O)CC2)c1-c1ccccc1Cl	0.6	11	-5	nt	5[fluorescence artefact?]	-5	-2	-11	0.4

Next compounds follow:
SMILES	TRPML3 ag	EP2 mod	NPY1 pot ag	PGE2 EP2 inh	14-3-3 Bad inh	CHOP inhibitor	NPY-Y1 antag	PPC-1+TRAIL kill	TRPN1 ag
CC1(C)Cc2c(c(N3CCCCC3)[nH]c(=S)c2C#N)CS1	0.4	-3	37	10	-1	18	0	-1	0.9
O=S(=O)(c1ccccc1)N1CCN(C2CCN(Cc3ccccc3)CC2)CC1	1.5	4	-15	9	12	38	4	4	-0.1
CCN=C1SC(CC(N)=O)C(=O)N1CC (configuration not stated)	-0.3	26	6	15	-8	15	4	5	0.2
CN(C)c1ccc(N=Nc2ccccc2C(=O)OCC(=O)NC2CCCC2)cc1	-1.4	1	12	7	-1[fluorescence artefact?]	-74	2	29	-2.4
O=C(CCC(=O)OCc1cccc(C(=O)Oc2ccccc2)c1)Nc1cccc2ccccc12	0.6	-13	3	7	-8	22	-4	14	0.9
O=S(=O)(c1ccc(OCC(O)CN2CCCC2)cc1)N1CCOCC1 (configuration not stated)	0.4	-7	-16	7	0[fluorescence artefact?]	-15	7	21	0.5
O=C(OC(C(=O)NCc1ccc2c(c1)OCO2)c1ccc(Cl)cc1)c1ccco1 (configuration not stated)	0.4	42	-7	6	-12	24	3	24	-0.3
Cc1nc(C(N)=O)nc2ccccc12	0.4	-10	-13	16	-2	10	nt	10	-0.7
O=C(OCc1ccco1)c1ccc(S(=O)(=O)N2CCCCC2)cc1	1.2	-12	7	7	10	8	-4	2	0.8
CCOCCOC(NC(=O)c1ccccc1)(C(F)(F)F)C(F)(F)F	0.8	23	8	2	-6	5	-1	-7	1.3

Arranged by value in TRPML3 ag (ascending): three from the list above.
mol	TRPML3 ag
CN(C)c1ccc(N=Nc2ccccc2C(=O)OCC(=O)NC2CCCC2)cc1	-1.4
CCN=C1SC(CC(N)=O)C(=O)N1CC (configuration not stated)	-0.3
O=C(OCc1ccco1)c1ccc(S(=O)(=O)N2CCCCC2)cc1	1.2

Remaining list, next part:
SMILES	TRPML3 ag	EP2 mod	NPY1 pot ag	PGE2 EP2 inh	14-3-3 Bad inh	CHOP inhibitor	NPY-Y1 antag	PPC-1+TRAIL kill	TRPN1 ag
CC(C)(C)c1ccc(-c2n[nH]c(=S)n2CC2CCCO2)cc1 (configuration not stated)	0.2	11	5	-1	-7	2	3	2	-1.1
Clc1ccc2nc(N3CCCCC3)[nH]c2c1	0.0	-18	-54	5	-9	4	3	29	0.0
O=C(Nc1cccc(C(=O)N2CCOCC2)c1)c1cncc(Br)c1	0.8	12	-5	12	21[fluorescence artefact?]	10	5	20	0.3
COc1ccc(CCN(C)C(=O)C2CCCN(Cc3ccc(OC)c(OC)c3)C2)cc1OC (configuration not stated)	0.2&1.2	19&9	-17&6	10&6	36&36	41&-2	0&1	-5&6	-0.1&1.2
O=C(COC(=O)Cc1cccc(C(F)(F)F)c1)NCC1CCCO1 (configuration not stated)	0.1	2	-20	8	12[fluorescence artefact?]	2	9	7	1.0
CCSC(=O)NC1CCCCC1	1.0	15	-7	8	1	25	nt	-3	2.9
CCOc1ccc(NC(=O)Cn2nc(-c3ccccc3Cl)n(CC)c2=S)cc1	2.1	11	-2	18	-9	24	-2	13	2.3
Cc1ccccc1-c1nc2sc3c(c2c(=O)o1)CCC3	0.5	40	-16	6	-13	1	7	2	0.0
Cc1ccc(-c2nc(CCN3C(=O)c4ccccc4C3=O)cs2)cc1	-0.3	-23	-33	3	65	36	25*	8	0.5
Cc1cccc(CNC(=O)c2ccccc2N)c1	1.1	20	13	5	4	-22	2	0	0.0
Cn1c(SCC(=O)N2CCN(c3ccccc3)CC2)nnc1-c1ccncc1	1.1	29	-17	6	3	23	4	-5	0.2
Cc1cccc(C)c1NC(=O)c1c(-c2ccccc2)noc1C	-0.5	6	15	8	-4	-10	-3	-5	-0.4
O=C1CC(c2ccc(F)cc2)Sc2nc(-c3ccccc3)c(-c3ccccc3)n21 (configuration not stated)	0.2	30	-8	6	-1	-25	-1	9	-0.7
CC(C)NC(=O)C12CC3CC(C1)CC(n1cnc(Cl)n1)(C3)C2	0.6	9	-21	16	4	26	-1	12	0.9
CC(=O)Nc1ccc(NC(=O)c2ccc(C)c(S(=O)(=O)Nc3cccc(C)c3)c2)cc1	0.3	-68	1	15	-9	8	-4	5	3.0
CO[C@@]1(NC(=O)Cc2cccs2)C(=O)N2C(C(=O)O)=C(COC(N)=O)CS[C@@H]21	0.8	9&9	-3	12&10	73*	12	-1	13	1.1
COc1cc(S(=O)(=O)Nc2ccc3cn[nH]c3c2)ccc1Cl	1.6	-20	7	8	-1	6	-1	-3	1.5
O=C(Nc1cc(Cl)cc(Cl)c1)C1CCC(=O)N1Cc1ccccc1Cl (configuration not stated)	-0.1	-27	13	3	2	25	-2	33	-0.9
COc1cc(/C=C(\C#N)C(=O)NCc2cccs2)ccc1O	-0.2	-17	4	10	-4[fluorescence artefact?]	-16	0	-6	0.7
Nc1nonc1N1CCCCC1	0.0	-2	-9	6	-6	51	-1	19	0.2
CC(=O)Nc1ccc(NC(=O)CSc2nnc(-c3ccco3)n2Cc2ccco2)cc1	-0.1	20	-5	11	-3[fluorescence artefact?]	5	-1	9	0.7
Cc1ccc(C(=O)C[n+]2cc(-c3ccc(C)cc3)n3c2CCCCC3)cc1	-0.5	-5	-35	nt	16	-9	79*	42	-2.4

Limited to CHOP inhibitor, PPC-1+TRAIL kill and TRPML3 ag, for some of the entries so far:
Compound	CHOP inhibitor	PPC-1+TRAIL kill	TRPML3 ag
O=C(Nc1cc(Cl)cc(Cl)c1)C1CCC(=O)N1Cc1ccccc1Cl (configuration not stated)	25	33	-0.1
COc1cc(/C=C(\C#N)C(=O)NCc2cccs2)ccc1O	-16	-6	-0.2
